NPC1 promoter act = qHTS Assay for NPC1 Promoter Activators; Huh7 NPC1 promoter luciferase reporter, 24 h; Potency, µM (highest dose often 9.22 µM), for inactives: at the highest dose activation, actives largely listed as activators; 320,000 tested, 2.4% active; AID 485313, 2010;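 note: potency is the fitted concentration of half-maximal effect; % of control where 0% means no effect; nearly all actives have a fitted effect of over 60% in size; reporter is driven by a mutant NPC1 promoter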
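Stably transfected Huh7 (NPC1 promoter→luciferase), 1500 cells/well in Opti-MEM + 10% FBS, 2 h settle, then compound 24 h at 37 °C. Luminescence after 10 min with Amplite reagent.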
Rab9 promoter act = qHTS Assay for Rab9 Promoter Activators; Huh7 Rab9 promoter-luciferase reporter, luminescence, 24 h; Potency, µM (top dose mostly 9.22 µM), for inactives: at the top dose activation, negative = inhibition, hits mostly activators; 320,000 tested, 2.8% active; note: potency is the fitted concentration of half-maximal effect; % of control where 0% means no effect; nearly all actives have a fitted effect of over 60% in size
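Rab9 promoter-driven luciferase in stably transfected Huh7 cells; 1500 cells/well rested 2 h, exposed to compound in DMSO for 24 h at 37 °C, 5% CO2. Luminescence read 10 min after adding luciferase reagent at ambient temperature.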
Tb PFK inh = qHTS Assay to Find Inhibitors of T. brucei phosphofructokinase; Potency, µM (series often up to 57.5 µM), inactives show at the highest dose activity, negative = inhibition, usual class: inhibitors; 330,000 tested, 0.17% active; AID 485367, 2010; T. brucei PFK, ADP-Glo luminescence;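 note: potency is the fitted concentration of half-maximal effect; 0% = uninhibited 1x PFK enzyme wells and -100% = no-enzyme wells; nearly all actives have a fitted effect of over 60% in size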
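Luminescent ADP detection (ADP-Glo, two-step: ATP depletion then ADP-to-ATP conversion for luciferase) reported PFK activity after 45 min room-temperature reaction of 1.25 nM enzyme with 0.5 mM F6P and 0.1 mM ATP at pH 8.0.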
p53 reactivator = qHTS assay for re-activators of p53 using a Luc reporter; AID 504706, 2011; 320,000 tested, 0.063% active; H1299 p53-A138V BP100-luciferase reporter, luminescence, 24 h; Potency, µM (doses to about 92.2 µM), for the others: top-dose activity change, positive = activation, actives largely listed as activators; note: potency is the fitted concentration of half-maximal effect; % of control where 0% means no effect; nearly all actives have a fitted effect of over 45% in size
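H1299 (p53-null), stable ts p53-A138V + BP100-Luc; 1000 cells/well, Opti-MEM/10% FBS; cpd 4 pt, 1:5; 24 h, 37 deg C, 5% CO2; detection reagent 10 min RT; luminescence.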
RORg inh = qHTS for inhibitors of ROR gamma transcriptional activity. 310,000 tested, 5.4% active. AID 2551, 2010. Potency, µM (highest dose often 53.6 µM), without a hit: at the top dose activity change, negative = inhibition, actives largely listed as inhibitors. Nuclear receptor ROR-gamma (Mus musculus), P51450. Drosophila S2 Gal4-RORgamma UAS-luciferase reporter, 20 h; note: potency is the fitted concentration of half-maximal effect; % is set by controls: 0 for no effect and ±100 for the full control effect; nearly all actives have a fitted effect of over 60% in size
Target sequence (P51450 whole entry, looked up, the tested form may be a part): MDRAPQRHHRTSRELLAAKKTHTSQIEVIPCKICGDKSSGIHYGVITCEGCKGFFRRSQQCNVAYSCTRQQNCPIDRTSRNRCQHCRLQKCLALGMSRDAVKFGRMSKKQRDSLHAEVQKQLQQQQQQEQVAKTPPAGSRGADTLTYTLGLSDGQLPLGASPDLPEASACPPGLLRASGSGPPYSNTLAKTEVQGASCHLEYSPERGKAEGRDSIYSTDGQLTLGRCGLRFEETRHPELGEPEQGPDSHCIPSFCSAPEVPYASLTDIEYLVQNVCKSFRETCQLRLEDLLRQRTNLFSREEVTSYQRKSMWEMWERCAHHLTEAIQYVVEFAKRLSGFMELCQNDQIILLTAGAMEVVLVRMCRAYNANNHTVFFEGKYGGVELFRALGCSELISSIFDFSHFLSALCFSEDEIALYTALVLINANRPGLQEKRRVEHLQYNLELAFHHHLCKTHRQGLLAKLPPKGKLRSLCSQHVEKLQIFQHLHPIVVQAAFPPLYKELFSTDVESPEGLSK
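ROR gamma transcriptional activity was tracked as Gal4-UAS luciferase output in stably transfected Drosophila Schneider cells, with compound added 1 hr before 700 uM copper sulfate induction and a 20 hr ambient-temperature incubation.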
TRPV1 agonist = HTS Assay for Compounds that Act as Agonists of the Vanilloid Receptor 1; TRPV1-expressing cells, Fluo-8 calcium influx, agonist mode; 320,000 tested, 0.19% active; activation, % at 8.33 µM; Transient receptor potential cation channel subfamily V member 1 (Homo sapiens), Q8NER1; in the data active = activation above about 80%; inconclusive = between about 30% and that limit; note: 0% is about no effect
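TRPV1-expressing cells were cultured overnight at 35.5C and loaded with Fluo-8 calcium dye for 40 to 90 min at room temperature. After a 10 s baseline, compound was added and calcium influx was read kinetically for 3 min (ex 480/em 520 nm).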
ELG1 DNA repair = qHTS screen for small molecules that inhibit ELG1-dependent DNA repair in human embryonic kidney (HEK293T) cells expressing luciferase-tagged ELG1; HEK293T ELG1-luciferase reporter, luminescence, 16 h; DNA damage induced by 5-fluorouridine; AID 504467, 2011; 330,000 tested, 2.3% active; Potency, µM (series often up to 46.1 µM), for the others: at the highest dose activity change, negative = inhibition, actives largely listed as inhibitors; note: potency is the fitted concentration of half-maximal effect; % is set by controls: 0 for no effect and ±100 for the full control effect; nearly all actives have a fitted effect of over 55% in size
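Quantitative HTS, concentration-response format. 2,000 cells/well co-treated with 5-fluorouridine and compound, 16 hr in 5% CO2 at 37 °C; ONE-Glo luminescence read after 30 min.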
FLuc counter = qHTS profiling assay for firefly luciferase inhibitor/activator using purifed enzyme and Km concentrations of substrates (counterscreen for miR-21 project). Luciferin 4-monooxygenase (Photinus pyralis), P08659. purified FLuc, Km substrates, luminescence inhibition. Potency, µM (titrated, usually from 57.5 µM), without a hit: at the highest dose activity change, negative = inhibition, usual class: inhibitors. 360,000 tested, 6.9% active;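 note: potency is the fitted concentration of half-maximal effect; plate controls were vehicle for no effect and reference inhibitor for full effect; nearly all actives have a fitted effect of over 55% in size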
Target sequence (P08659 whole entry, looked up): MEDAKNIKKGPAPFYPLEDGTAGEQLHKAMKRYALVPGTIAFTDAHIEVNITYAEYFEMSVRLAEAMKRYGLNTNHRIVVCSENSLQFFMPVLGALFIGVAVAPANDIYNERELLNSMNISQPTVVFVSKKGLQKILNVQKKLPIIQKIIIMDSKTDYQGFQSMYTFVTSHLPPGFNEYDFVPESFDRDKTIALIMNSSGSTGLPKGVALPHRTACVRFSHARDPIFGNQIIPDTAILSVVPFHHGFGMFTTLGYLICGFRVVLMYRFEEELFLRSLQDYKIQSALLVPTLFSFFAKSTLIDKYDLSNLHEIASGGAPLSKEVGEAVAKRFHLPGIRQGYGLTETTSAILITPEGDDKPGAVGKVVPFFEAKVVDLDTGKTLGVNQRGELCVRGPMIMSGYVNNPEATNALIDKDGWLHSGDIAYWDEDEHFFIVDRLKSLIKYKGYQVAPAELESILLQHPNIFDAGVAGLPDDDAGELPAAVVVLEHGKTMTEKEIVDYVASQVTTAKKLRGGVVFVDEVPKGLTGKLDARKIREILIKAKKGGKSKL
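Biochemical qHTS of compounds, final roughly 60 µM downward over six points, against 10 nM purified firefly luciferase using Km concentrations of substrates (10 uM D-luciferin, 10 uM ATP) in Tris acetate pH 7.5 buffer; luminescence output.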
BRCA1 expr act = qHTS Assay to Identify Small Molecule Activators of BRCA1 Expression | MCF7-BRCA1-FFLuc reporter, luminescence, 48 h; response scale: scaled: vehicle 0%, 10 µM genistein 100% | Potency, µM (top dose mostly 46.1 µM), inactives show at the highest dose activation, actives largely listed as activators | 380,000 tested, 1.1% active | AID 624202, 2012; note: potency is the fitted concentration of half-maximal effect; nearly all actives have a fitted effect of over 80% in size; some results filed as inactive show a strong effect at the top dose
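Activators of BRCA1 expression were detected as increased firefly luciferase luminescence in engineered MCF7 cells after 48 h compound incubation. Signals were scaled to genistein 10 microM as full activation.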
ELG1 genotox = qHTS screen for small molecules that induce genotoxicity in human embryonic kidney (HEK293T) cells expressing luciferase-tagged ELG1 | Potency, µM (doses to about 46 µM), inactives show top-dose activity change, positive = activation, actives largely listed as activators | AID 504466, 2011 | HEK293T ELG1-luciferase reporter, luminescence, 16 h | 330,000 tested, 1.3% active; note: potency is the fitted concentration of half-maximal effect; % of control where 0% means no effect; nearly all actives have a fitted effect of over 60% in size
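HEK293T cells expressing luciferase-tagged ELG1 were treated with compound or DMSO for 16 hr at 37°C. Luciferase activity was then read after 30 min with ONE-Glo at room temperature; rising signal flags genetic stress.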
VP16 counter = VP16 counterscreen qHTS for inhibitors of ROR gamma transcriptional activity. Potency, µM (series often up to 53.6 µM), for the others: at the top dose activity, negative = inhibition, usual class: inhibitors. 310,000 tested, 3.5% active. AID 2546, 2010. Drosophila S2 Gal4-VP16 UAS-luciferase, luminescence, 20 h;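 note: Gal4-VP16 expression switched on by copper sulfate through the metallothionein promoter; potency is the fitted concentration of half-maximal effect; % is set by controls: 0 for no effect and ±100 for the full control effect; nearly all actives have a fitted effect of over 50% in size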
* hit, by the source's call; ? = inconclusive; nt = not tested or not shown; [ ] = dose if it differs, or a comment. Unless noted, calls come from the whole dose curve; as a rule, active = well fitted curve in the direction sought with a large enough effect; inconclusive = small, poorly fitted or top-dose-only effect, or another doubt; inactive = no such curve, though single readings can be large; an effect the other way counts as inactive or inconclusive.

cpd	Molecule	NPC1 promoter act	Rab9 promoter act	Tb PFK inh	p53 reactivator	RORg inh	TRPV1 agonist	ELG1 DNA repair	FLuc counter	BRCA1 expr act	ELG1 genotox	VP16 counter
1	O=C(N/N=C/C=C\c1ccccc1[N+](=O)[O-])c1cccnc1	10%	0%	9%	8%	10µM*	1	1%	4%	-27%	2%	?
2	O=C1OC(N2C(=O)CC[C@H]2C(=O)Nc2cccc(F)c2)c2ccccc21 (some centres undefined)	1%	-4%	3%	6%	-5%	-5	-5%	1%	30%	-2%	-2%
3	COc1ccc(-n2c(Cc3cc(=O)[nH]c(=O)[nH]3)nnc2SCC(=O)NC2CCCC2)cc1	1%	-19%	-4%	-5%	0%	nt	0%	1%	-10%	-1%	-4%
4	Cc1ccc(OCC(O)Cn2c(=N)n(Cc3ccccc3)c3ccccc32)cc1 (centres undefined)	-2%	1%	0%	-9%	-40%	1	?	-1%	-102%[inhibitor]	-10%	-8%
5	CCn1c(NC(=O)c2cccs2)nc2ccccc21	13%	4%	2%	5%	0.71µM*	13	20%	?	-61%	3%	1.1µM*
6	Cc1cccc(/C=N/NC(=O)c2c(-c3ccccc3)noc2C)c1O	-40%[inhibitor]	-21%	-1%	15%	4µM*	12	-19%	1%	-45%	1%	6.3µM*
7	c1ccc(-n2nnnc2SCc2cccc3nsnc23)cc1	-7%	-7%	0%	-3%	?	-2	-17%	-1%	-3%	1%	0%
8	Cc1c(C(=O)Nc2ccccc2)oc2c1C(=O)CC(C)(C)C2	7%	-1%	-11%	?	15%	-2	29%	?	57%	12%	1%
9	CCOC(=O)/C(N=Nc1ccc(F)cc1)=C(/O)c1ccc([N+](=O)[O-])cc1	1%	0%	2%	-2%	-1%	23	-1%	4%	0%	1%	10%
10	Cc1cc(OCCN2CCOCC2)ccc1[N+](=O)[O-]	?	?	-7%	?	17%	3	?	?	?	?	4%
11	CC(=O)Nc1ccccc1NC(=O)C/C(C)=N/NC(=O)c1ccncc1	-1%	-9%	-1%	-9%	-17%	25	3%	-4%	0%	-3%	18%
12	O=C(NCCc1ccc(Cl)cc1Cl)c1cc([N+](=O)[O-])c[nH]c1=O	0%	-2%	-5%	29%	?	0	?	-12%	-18%	-9%	2%
13	Cc1cccc(Nc2nnc(SCC(=O)c3ccc(Br)s3)s2)c1C	1%	-1%	1%	4%	-2%	3	-3%	-8%	-38%	-3%	-13%
14	Cc1cc(C)c(C)c(S(=O)(=O)NC2CCN(Cc3ccccc3)CC2)c1C	-2%	-1%	1%	11%	-1%	5	-1%	-1%	-6%	-1%	-3%
15	CSc1nnc(SCC(=O)Nc2ccc3[nH]c(=O)[nH]c3c2)s1	0%	-5%	-9%	9%	nt	1	4%	-2%	-17%	0%	nt
16	O=S(=O)(c1cc(Cl)ccc1Cl)N1CCc2ccccc21	-2%	0%	1%	nt	-4%	3	-1%	6%	0%	-3%	-2%
17	CC(=O)c1cc2c(cc1NS(=O)(=O)c1ccccc1F)OCO2	-5%	0%	-3%	-1%	-12%	1	10%	-1%	12%	1%	2%
18	CCc1ccccc1OCC(=O)Nc1ccc(N2CCCC2)cc1C	0%	0%	1%	-9%	nt	-6	-5%	-1%	-49%	-1%	nt
19	COC(=O)C1C(=O)c2c([nH]c(C(=O)OCC3CCCO3)c2C)CC1C (centres undefined)	27%	?	-4%	?	-18%	0	?	8.5µM*	22%	9.2µM*	-6%
20	Cc1ccc(C2=CC(c3ccc(N(C)C)cc3)n3nnnc3N2)cc1 (centres undefined)	-4%	10%	0%	?	-39%	nt	-6%	-3%	23%	1%	?
21	COCCNC(=O)c1ccccc1NC(=O)CN(c1ccc2c(c1)OCO2)S(C)(=O)=O	-2%	1%	-2%	?	39%	0	12%	-2%	1%	0%	-8%
22	Cc1ccc2c(C)c(C(=O)N3CCC(N4CCC(C(=O)NC5CC5)CC4)CC3)oc2c1	-2%	0%	0%	-1%	29%	2	-9%	6%	-23%	5%	-8%
23	O=C(O)/C=C/C(=O)NNC(=O)c1ccc(Br)cc1	-3%	-6%	0%	23%	?	11	?	-8%	-15%	3%	?
24	CC(=O)N1c2ccccc2C(=O)C1N1CCCCC1 (centres undefined)	8%	7%	1%	-1%	0%	-2	1%	1%	-19%	1%	-1%
25	COc1ccc(NC(=S)N2CCN(C(=O)C3CCCO3)CC2)c(OC)c1 (centres undefined)	-2%	-13%	-3%	-10%	-6%	-1	11%	-1%	0%	1%	-15%
26	CC(OC(=O)CCOc1ccccc1)C(=O)NC1CC1 (centres undefined)	-4%	-2%	2%	-1%	nt	-1	1%	3%	17%	6%	nt
27	Cc1cccc(NC(=O)COC(=O)C2C3CC4OC(=O)C2C4C3)c1C (centres undefined)	-2%	-2%	-4%	4%	-6%	1	-26%	-10%	-4%	2%	-25%
28	CCOC(=O)C1(CCCc2ccccc2)CCN(C(=O)c2cnc(C)cn2)CC1	0%	-16%	-5%	-5%	?	?	16µM*	-3%	3%	-7%	7%
29	CC(C)(C)c1cc(NCc2ccccn2)n2ncc(-c3ccc(Cl)cc3)c2n1	-3%	-8%	-3%	1%	0.56µM*	1	?	-11%	-45%	-6%	?
30	O=C(CCCC1=NS(=O)(=O)c2ccccc2N1)N1CCN(c2ccc([N+](=O)[O-])cc2)CC1	0%	-7%	-7%	10%	-18%	-4	4%	-4%	2%	-5%	1%
31	CC1(C)CC(=O)C(C(C2=C(O)CC(C)(C)CC2=O)c2ccco2)C(=O)C1 (centres undefined)	-6%	7%	17%	3%	4%	-3	13%	?	1%	2%	11%
32	Cc1nc2ccccc2c(=O)n1NC(=O)c1ccco1	0%	0%	1%	5%	?	1	20%	-2%	19%	5%	-5%
33	Cc1onc(-c2ccccc2Cl)c1C(=O)NC(=S)Nc1ccc(C(C)(C)C)cc1	-2%	0%	5%	3%	7.9µM*	5	1%	2%	-43%	-7%	13µM*
34	COc1ccc(CNS(=O)(=O)c2ccc(-c3ccc(=O)[nH]n3)o2)cc1	2%	-3%	2%	3%	3%	-1	?	1%	-10%	1%	0%
35	Cc1nnc(SCc2cnc(-c3ccccc3)o2)[nH]c1=O	0%	0%	-3%	-2%	42%	0	7%	2%	15%	-3%	-7%
36	COC(=O)/C(=C\Nc1ccc(OC)cc1)NC(=O)c1ccc(Cl)cc1Cl	nt	nt	nt	nt	8%	22	nt	?	7%	nt	1%
37	O=C(Cc1ccccc1)Nc1ccccc1C(=O)N1CCCCCC1	4%	0%	5%	16%	10%	-1	10%	-2%	10%	-1%	1%
38	O=C(c1ccc(Br)cc1)C1CCc2occc2C1=O (centres undefined)	11%	15%	1%	10%	-2%	22	?	-15%	67%	18%	2%
39	COC(=O)Cc1ccc(NC(=S)NCCSc2ccc(C)cc2)cc1	-3%	-7%[1.84 µM]	7%	13%	?	?	0%	-1%	-28%	-6%	1%[10 µM]
40	COc1ccc(-n2c(=O)[nH]c3cc(C(=O)NCCc4ccc(OC)c(OC)c4)ccc3c2=O)c(OC)c1	-3%	-3%	-2%	-4%	28%	2	-14%	1%	-15%	-1%	-6%
41	COc1ccc2cc(C#N)c(N3CCN(C(=O)c4ccccc4C)CC3)nc2c1	-3%	-2%	-3%	0%	0%	20	13µM*	1%	-12%	-24%	10%
42	COc1ccc(NC(=O)CN(C)C(=O)CSCC(=O)Nc2ccc(C)cc2)cc1	0%	7%	0%	9%	nt	2	22%	-14%	-2%	1%	nt
43	O=C(COC(=O)/C=C/c1cccc(C(F)(F)F)c1)NC(=O)NCc1ccco1	nt	nt	-8%	11%	nt	nt	14%	nt	22%	2%	nt
44	C[C@@H]1CN([C@H](C)CO)C(=O)c2cc(NS(=O)(=O)c3cccs3)ccc2O[C@H]1CN(C)Cc1ccccc1	nt	nt	0%	-2%	nt	nt	14%	nt	-17%	1%	nt
